bovine MsrA act: activates bovine MsrA enzyme. purified bovine MsrA, absorbance read-out. activation, % at 10.6 µM. 360,000 compounds, 0.3% hits. AID 602163; in the data active = activation above about 7.5%;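 also: 0% = vehicle and 100% = reference activator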
Neddylation inh: inhibitors of human cullin neddylation. TR-FRET cullin neddylation, biochemical. calls only at 25 µM. 360,000 compounds, 0.58% hits; in the data active = inhibition above about 36%
E coli Lon inh: inhibits E. coli Lon protease; P0A9M0; purified E. coli Lon protease, fluorescence polarization; AID 602123; inhibition, % at 7.94 µM; 360,000 compounds, 0.42% hits; in the data active = inhibition above about 13%, passing the limit was not always enough;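 also: 0% = enzyme with probe and DMSO and 100% = no enzyme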
FAS TE block: FAS thioesterase (human) inhibition; recombinant FAS-TE, OMFH fluorogenic substrate, fluorescence endpoint; inhibition, % at 15 µM; 360,000 compounds, 0.67% hits;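 active = compounds whose normalised, plate-corrected inhibition of enzyme fluorescence in the single-dose primary screen is 50% or more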;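 also: 0% = DMSO with enzyme and 100% = substrate without enzyme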
Tb MetRS inh: blocks T. brucei methionyl-tRNA synthetase activity. purified T. brucei MetRS, ATP depletion, Kinase-Glo luminescence. inhibition, % at 11.9 µM. 360,000 compounds, 0.4% hits;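 active = inhibition above a per-plate cutoff of the control wells' mean inhibition plus 3 SD, cut at about 5.5% in these data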;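 also: 0% = DMSO wells median and 100% = median of wells with control inhibitor compound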
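Measured by: Kinase-Glo luciferase luminescence reporting remaining unconsumed ATP. Material: purified T. brucei MetRS enzyme. Doses: 11.9 µM compound single dose, 0.9% DMSO. Medium: HEPES buffer containing pyrophosphatase, BSA, spermine, DTT. Times: 15 min preincubation, 2 h reaction, all 25 °C. Reagent: methionine, ATP and bulk E. coli tRNA.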
CSN inh: blocks human CSN-mediated cullin deneddylation; Q92905; Purified CSN, SCF-Nedd8-OG deneddylation, fluorescence polarization; inhibition, % at 12.5 µM; 360,000 compounds, 0.38% hits;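 active = pattern-corrected inhibition above about 35%, with an unprinted fluorescence ratio check between 0.5 and 1.5, limit read from the data, passing the limit was not always enough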;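 also: 0% = enzyme with substrate and 100% = substrate without enzyme; some results filed as inactive read as strong as hits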
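Test system: Human Csn5 produced in HEK293T cells | Compound: 12.5 µM single point | Times: 90 min, room temperature | Signal: Fluorescence polarization readout | Read-out basis: % inhibition of substrate cleavage by Csn5 | Controls: no-enzyme wells high, enzyme-with-substrate wells low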
PABP1 MLLE inh: blocks PAM2 peptide binding to the PABP1 MLLE domain. AID 588489. P11940. inhibition, % at 20 µM. 360,000 compounds, 0.36% hits. GST-MLLE / FITC-PAM2 fluorescence polarization; in the data active = inhibition above about 35%, passing the limit was not always enough;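 also: plate controls were DMSO wells with GST-MLLE for no effect and wells lacking GST-MLLE protein for full effect; some results filed as inactive read as strong as hits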
Rin1-Abl PPI inh: inhibitors of human Rin1-Abl protein interaction | TR-FRET Rin1/Abl binding, biochemical | 360,000 compounds, 0.4% hits | P00519+Q13671 | inhibition, % at 7.35 µM; in the data active = inhibition above about 5%, passing the limit was not always enough
Target sequence (P00519 whole entry, looked up): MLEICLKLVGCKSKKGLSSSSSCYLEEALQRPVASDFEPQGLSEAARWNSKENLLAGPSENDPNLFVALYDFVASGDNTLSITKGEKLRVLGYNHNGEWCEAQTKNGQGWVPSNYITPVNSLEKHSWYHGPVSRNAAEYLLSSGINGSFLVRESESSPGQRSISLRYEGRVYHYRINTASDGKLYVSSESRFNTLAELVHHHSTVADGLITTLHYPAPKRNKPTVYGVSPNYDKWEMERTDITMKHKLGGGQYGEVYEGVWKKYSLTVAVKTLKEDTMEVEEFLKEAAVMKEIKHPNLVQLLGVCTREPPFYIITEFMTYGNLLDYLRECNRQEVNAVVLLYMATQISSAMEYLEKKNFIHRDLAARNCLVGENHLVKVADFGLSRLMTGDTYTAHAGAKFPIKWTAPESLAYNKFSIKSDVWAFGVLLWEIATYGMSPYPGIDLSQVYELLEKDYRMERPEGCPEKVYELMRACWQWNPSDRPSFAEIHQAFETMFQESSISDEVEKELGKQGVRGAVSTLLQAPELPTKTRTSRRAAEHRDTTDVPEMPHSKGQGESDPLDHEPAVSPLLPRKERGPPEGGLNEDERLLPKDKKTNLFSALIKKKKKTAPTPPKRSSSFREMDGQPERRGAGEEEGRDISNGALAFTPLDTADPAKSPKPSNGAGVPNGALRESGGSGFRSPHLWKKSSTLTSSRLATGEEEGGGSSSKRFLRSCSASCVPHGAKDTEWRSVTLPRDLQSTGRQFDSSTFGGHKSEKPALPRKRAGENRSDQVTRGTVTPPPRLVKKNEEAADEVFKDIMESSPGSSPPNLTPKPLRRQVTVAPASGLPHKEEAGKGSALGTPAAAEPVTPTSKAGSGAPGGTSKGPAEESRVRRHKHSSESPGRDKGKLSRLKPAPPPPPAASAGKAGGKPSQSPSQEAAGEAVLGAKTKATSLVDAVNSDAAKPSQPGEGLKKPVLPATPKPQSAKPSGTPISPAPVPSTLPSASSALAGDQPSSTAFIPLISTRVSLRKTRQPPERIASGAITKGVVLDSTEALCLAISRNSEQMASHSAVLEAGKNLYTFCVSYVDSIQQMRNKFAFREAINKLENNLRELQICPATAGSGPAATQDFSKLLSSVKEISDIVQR
Target sequence (Q13671 whole entry, looked up): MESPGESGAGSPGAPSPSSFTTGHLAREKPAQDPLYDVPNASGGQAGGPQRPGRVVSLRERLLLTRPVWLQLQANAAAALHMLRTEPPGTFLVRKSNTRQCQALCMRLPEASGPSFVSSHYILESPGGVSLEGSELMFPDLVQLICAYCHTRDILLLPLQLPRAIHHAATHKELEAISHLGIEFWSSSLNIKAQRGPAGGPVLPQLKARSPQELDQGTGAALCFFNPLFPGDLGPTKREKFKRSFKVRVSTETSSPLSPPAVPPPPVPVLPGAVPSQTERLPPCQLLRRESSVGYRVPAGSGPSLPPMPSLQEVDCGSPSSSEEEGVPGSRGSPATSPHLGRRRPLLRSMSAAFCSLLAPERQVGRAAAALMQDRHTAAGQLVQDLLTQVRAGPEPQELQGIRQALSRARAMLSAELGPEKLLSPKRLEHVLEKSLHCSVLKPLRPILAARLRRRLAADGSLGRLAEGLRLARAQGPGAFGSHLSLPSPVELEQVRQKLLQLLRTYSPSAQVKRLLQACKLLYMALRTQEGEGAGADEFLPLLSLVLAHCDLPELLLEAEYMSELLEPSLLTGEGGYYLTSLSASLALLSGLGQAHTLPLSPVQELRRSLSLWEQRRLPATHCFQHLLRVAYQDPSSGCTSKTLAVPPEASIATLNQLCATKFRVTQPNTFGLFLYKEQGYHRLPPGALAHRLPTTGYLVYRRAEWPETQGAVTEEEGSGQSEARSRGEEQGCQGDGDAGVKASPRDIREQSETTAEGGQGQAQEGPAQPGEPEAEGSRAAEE
MsrA inh: bovine MsrA inhibition. inhibition, % at 15.5 µM. purified bovine MsrA, absorbance read-out. 360,000 compounds, 0.75% hits; in the data active = inhibition above about 4.5%;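 also: 0% = vehicle wells with enzyme and 100% = reference inhibitor wells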
* marks the source's active call; other numbers are inactive results; i = inactive; . = no result given. Hits appear at their usual frequency (roughly 4% active in at least one column).

Sample of the layout, 2 compounds:
entry	structure	PABP1 MLLE inh	FAS TE block	Neddylation inh	MsrA inh	CSN inh	Tb MetRS inh	bovine MsrA act	E coli Lon inh	Rin1-Abl PPI inh
1	CCCOc1ccc(C(F)(F)F)cc1NC(=O)CN1C(=O)C(=O)N(CC)C1=O	-6	-3	i	0.4	1	-0.2	-1	-8	2
2	Cc1cccc(CNC(=O)Nc2nnc([C@H]3C[C@H](O)[C@@H](CO)O3)s2)c1	0	-9	i	2.4	5	0.0	-3	-5	-7

Results (from the top)
entry	structure	PABP1 MLLE inh	FAS TE block	Neddylation inh	MsrA inh	CSN inh	Tb MetRS inh	bovine MsrA act	E coli Lon inh	Rin1-Abl PPI inh
1	CCCOc1ccc(C(F)(F)F)cc1NC(=O)CN1C(=O)C(=O)N(CC)C1=O	-6	-3	i	0.4	1	-0.2	-1	-8	2
2	Cc1cccc(CNC(=O)Nc2nnc([C@H]3C[C@H](O)[C@@H](CO)O3)s2)c1	0	-9	i	2.4	5	0.0	-3	-5	-7
3	N#C/C(=C/c1ccc(-c2ccc(C(=O)O)c(Cl)c2)o1)C(=O)NCC1CCCO1 (stereo not drawn)	-137	-3	i	0.4	-4	-0.7	-4	0	1
4	O=C(Cc1ccccc1Cl)Nc1cc(S(=O)(=O)N2CCOCC2)ccc1N1CCOCC1	-26	-1	i	-0.4	0	-0.2	-4	-6	2
5	COc1ccc(OC)c(-n2c(SCC(=O)Nc3cc(C)on3)nnc2-c2c[nH]c3ccccc23)c1	-10	3	i	-0.5	-4	18*	-10	-2	-1
6	Fc1ccccc1NC(=S)Nc1ccc(CN2CCOCC2)cc1	3	-4	i	-1.0	1	-0.1	-4	10	0
7	O=C(Cn1cc(C(F)(F)F)ccc1=O)NCCc1ccc(Cl)cc1Cl	-3	-11	i	1.0	1	0.8	-3	6	-5
8	COc1cc(/C=C2/C(=O)ON=C2C)ccc1OCc1cccc(F)c1	41*	0	i	0.9	0	-0.5	-6	-5	2
9	COc1cccc(CNC(=O)c2ccccc2NC(=O)C2=C(C)OCCS2)c1OC	12	1	i	0.4	-3	-0.5	-8	-8	-6
10	O=C(COC(=O)CCc1ccccc1)NCc1ccccc1	-4	-5	i	0.0	-3	0.2	3	-2	2
11	Cc1cccn2c(=O)c(C=O)c(N3CCC4(CC3)OCCO4)nc12	4	-4	i	2.1	104	-0.4	-3	2	1
12	CC(=O)N1CCc2cc(S(=O)(=O)CCC(=O)N(C)c3cc(C)ccc3C)ccc21	14	-6	i	0.3	1	-0.2	-2	-4	2
13	Cc1noc2ncnc(N3CCCC3)c12	2	-1	i	0.9	5	0.1	-2	-5	3
14	COc1cccc(CN2CCN(c3cccc(C(F)(F)F)c3)CC2)c1OC	7	18	i	-0.8	-1	-1.1	-6	-12	5
15	c1ccc(N2CCN(c3nccn4ccnc34)CC2)nc1	12	-10	i	0.4	-11	-0.3	-6	0	-4
16	COc1ccc(OC)c(-n2c(-c3ccn[nH]3)n[nH]c2=S)c1	0	-6	i	0.8	-1	-1.2	-8	8	-2
17	Cc1ccc(OCC(=O)NCCCNC(=O)c2cccnc2)cc1	-8	-8	i	0.2	3	-0.4	-7	-6	0
18	CCOC(=O)CN1C(=O)S/C(=C/c2ccc(OC)c([N+](=O)[O-])c2)C1=O	24	30	i	0.1	5	-0.1	-3	3	2
19	O=C(CCc1ccccc1)Nc1cc(NC(=O)CCc2ccccc2)cc(C(=O)O)c1	-6	-2	i	0.2	5	-0.6	-10	1	3
20	O=c1/c(=C/c2ccc([N+](=O)[O-])cc2)sc2n1CCCN=2	36	-1	i	2.9	-1	-0.4	-1	-5	-4
21	COc1ccc(/C=C/C(=O)N2CCN(c3ccccn3)CC2)cc1	20	-1	i	2.0	0	-0.1	-7	-10	4
22	CC(C)CC(=O)N1CCN(Cc2ccc(Br)cc2)CC1	3	-3	i	-0.7	-4	0.7	-3	-9	1
23	O=C(CSc1nnc(-c2ccc(Br)cc2)n1CCc1ccccc1)NC1CCS(=O)(=O)C1 (stereo not drawn)	-22	0	i	0.3	4	-1.1	-3	-4	-3
24	O=S(=O)(c1ccc(F)cc1F)N1CCN(CCO)CC1	-11	-4	i	0.4	-5	0.0	-3	0	3
25	CC1CCC2(CC1)NC(=O)N(CC(=O)c1cccn1C)C2=O (stereo not drawn)	9	-13	i	-0.2	-1	-2.9	-10	-5	-2
26	COc1cc(C(=O)Sc2ccc(C)cc2)cc(OC)c1OC	37	25	i	0.4	6	-1.4	-2	0	2
27	O=C(NC(=S)Nc1ccccc1N1CCOCC1)c1ccccc1F	33	16	i	0.0	-1	-0.1	-3	-3	-1
28	Cc1ccc(C)c(OCCC(=O)OC(C)C(=O)Nc2c(C)n(C)n(-c3ccccc3)c2=O)c1 (stereo not drawn)	-11	-7	i	-0.3	-1	0.2	-1	-7	6
29	CC1=CC(C)(C)N2C(=O)C3(C(C#N)=C(N)Oc4cc(O)ccc43)c3c(C)c(C)cc1c32 (stereo not drawn)	-2	37	i	.	0	0.5	-1	-2	1
30	Cc1ccc(NC(=O)NNC(=O)c2cc3ccccc3cc2O)cc1	5	-14	i	0.1	5	0.3	-2	9	-4
31	CCCC(=O)N1CCN(c2nc3c(OC)ccc(Cl)c3s2)CC1	6	-2	i	-0.3	-4	0.5	-1	-3	3
32	CCOC(=O)N1CCC(NC(=O)C2CCCN(C(=O)N3CCOc4ccccc43)C2)CC1 (stereo not drawn)	10	-6	i	2.4	-3	-1.8	-4	-5	1
33	O=C(COc1ccc(S(=O)(=O)N2CCOCC2)cc1)NCCc1ccccc1	10	3	i	0.3	0	-0.3	-3	4	-1
34	CC1CCN(CC(O)COC2CC(C)CCC2C(C)C)CC1 (stereo not drawn)	-2	-2	i	0.3	6	-0.7	2	-2	2
35	Cc1ccc(N(C(=O)c2csnn2)C(C(=O)NCc2ccccc2)c2ccccn2)cc1 (stereo not drawn)	2	4	i	-0.6	-2	0.2	-4	-2	4
36	O=C(c1cccc([N+](=O)[O-])c1)N1CCN(c2ncccn2)CC1	3	1	i	-1.0	7	-1.4	-9	-14	0
37	CCc1ccc(CNC(=O)C2CCC(=O)N2C2CCCCC2)cc1 (stereo not drawn)	-15	-5	i	-0.5	-3	-0.7	-7	6	-4
38	CCOC(=O)Cn1cc(/C=N/N2C(=O)C3C4C=CC(C4)C3C2=O)c2ccccc21 (stereo not drawn)	-5	-3	i	0.1	-18	-1.0	-13	-4	1
39	CCOc1ccc(NC(=O)CCc2nnc3ccc(N4CCC(C)CC4)nn23)cc1	1	5	i	-0.3	3	0.8	1	5	-3
40	Nc1c(Cl)cc(-c2csc(N3CCCC3c3nc4cc(Cl)c(N5CCCCC5)cc4n3CCCO)n2)cc1Cl (stereo not drawn)	-17	23	i	1.6	3	0.1	-3	-5	1
41	Cc1cccc(C)c1NC(=O)CCCCCC1NC(=O)NC1C (stereo not drawn)	-12	-3	i	-0.3	1	-1.5	-9	5	82*
42	Cc1ccccc1N1CCN(S(=O)(=O)c2nnc(NC(=O)c3ccco3)s2)CC1	10	3	i	1.9	-1	0.0	0	-1	5
43	O=C(CSc1nc(-c2ccccc2)cs1)NCCN1C(=O)CSC1=O	-3	-6	i	-0.8	2	-0.1	-3	3	4
44	COc1cc(Cl)c(C)cc1NC(=O)CSC1=NCCS1	19	23	i	0.1	-3	1.2	0	-1	2
45	CN(C)C(=O)c1nc2ccc(Cl)cn2c1CNCc1cccc(OC(F)(F)F)c1	-1	2	i	-1.0	3	-0.4	-3	2	1
46	COc1ccc([C@H]2CC(=O)C=C(c3ccc(C(=O)O)cc3)C2)cc1OC	3	-7	i	0.5	6	-0.2	-3	1	2
47	Cc1cc(=O)[nH]c(SCc2ccccc2)n1	3	-7	i	0.1	-1	-0.9	-13	-5	-2

Entries of single compounds, looked up by structure. Values in the order: PABP1 MLLE inh	FAS TE block	Neddylation inh	MsrA inh	CSN inh	Tb MetRS inh	bovine MsrA act	E coli Lon inh	Rin1-Abl PPI inh
Cc1cccc(C)c1NC(=O)CCCCCC1NC(=O)NC1C (stereo not drawn) in the list: -12	-3	i	-0.3	1	-1.5	-9	5	82*
Cc1ccc(N(C(=O)c2csnn2)C(C(=O)NCc2ccccc2)c2ccccn2)cc1 (stereo not drawn) in the list: 2	4	i	-0.6	-2	0.2	-4	-2	4
O=C(CSc1nc(-c2ccccc2)cs1)NCCN1C(=O)CSC1=O in the list: -3	-6	i	-0.8	2	-0.1	-3	3	4
CC1=CC(C)(C)N2C(=O)C3(C(C#N)=C(N)Oc4cc(O)ccc43)c3c(C)c(C)cc1c32 (stereo not drawn) in the list: -2	37	i	.	0	0.5	-1	-2	1

Some values from the entries so far:
In Tb MetRS inh, #39 is entered as 0.8
In FAS TE block, #24 is entered as -4
In Tb MetRS inh, #38 is entered as -1.0
